# Screening results deposited in PubChem BioAssay by several laboratories.
# NR2E3 ag-1 = activates human photoreceptor nuclear receptor NR2E3 | inhibition of corepressor binding, % at 4.78 µM | AID 2300 | hit rate 0.12% among 320,000 | GST-NR2E3/biotin-RetCOR TR-FRET, 1536-well;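 active means percent inhibition above the cutoff of mean plus 3 SD of all tested compounds, set per screening campaign, cut at about 20% in these data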;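 further: 0% = DMSO wells and 100% = biotin wells as full block of FRET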
# Target sequence (Q9Y5X4 whole entry, looked up): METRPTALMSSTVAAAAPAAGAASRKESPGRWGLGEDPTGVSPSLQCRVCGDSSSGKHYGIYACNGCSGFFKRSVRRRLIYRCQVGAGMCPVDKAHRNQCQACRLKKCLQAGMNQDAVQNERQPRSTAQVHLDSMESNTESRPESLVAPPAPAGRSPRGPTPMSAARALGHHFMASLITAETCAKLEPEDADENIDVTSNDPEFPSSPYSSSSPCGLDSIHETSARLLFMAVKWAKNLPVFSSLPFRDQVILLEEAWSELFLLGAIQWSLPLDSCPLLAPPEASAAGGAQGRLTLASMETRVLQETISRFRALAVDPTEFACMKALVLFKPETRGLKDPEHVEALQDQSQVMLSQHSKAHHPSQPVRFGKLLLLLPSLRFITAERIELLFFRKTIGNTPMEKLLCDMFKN
#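 system = GST-tagged NR2E3 plus biotinylated RetCOR corepressor | input = 1.35 nM GST-NR2E3 | also added = 7 nM biotin-RetCOR | schedule = 5 h incubation at 4 °C | measured by = TR-FRET with europium anti-GST and streptavidin-D2, 340 nm excitation | read-out = percent loss of FRET ratio relative to control wells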
# TROY NFkB inh = TROY signaling inhibition | inhibition, % at 10 µM | AID 1347056 | Q293 LMP1-TROYcd NF-kB luciferase reporter, 4 h | hit rate 0.98% among 360,000;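 active means compounds whose plate-normalised and pattern-corrected inhibition of the luciferase reporter signal at the single screening dose is 50% or more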
# Peg3 promoter = Peg3 promoter activity inhibition; HeLa PEG-Prom luciferase reporter, luminescence, overnight; inhibition, % at 20 µM; hit rate 1.7% among 360,000; AID 588405;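 active means inhibition of at least 50% at 20 µM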
# NR2E3 ag-2 = agonists of human NR2E3 nuclear receptor; Q9Y5X4; CHO-S Gal4-NCOR/VP16-NR2E3 two-hybrid, luciferase; inhibition of corepressor binding, % at 3.98 µM; hit rate 0.35% among 360,000; AID 602229;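 active means inhibition above the mean of all tested compounds plus 3 SD, cut at about 70% in these data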;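 further: 0% = DMSO with NR2E3 transfected cells and 100% = cells lacking NR2E3 construct; higher means lower luciferase signal from less NR2E3 corepressor binding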
# HIF-2a block = inhibitors of HIF-2a | 786-0 RCC cells HIF-2a reporter, luciferase luminescence, overnight | inhibition, % at 18.8 µM | hit rate 0.72% among 360,000;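 active means inhibition of the luminescence signal of 40% or more relative to plate controls, in a single-dose primary screen at 18.75 µM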
# CF NFkB inh = inhibitors of cystic fibrosis induced NF-kB | KKLEB NF-kB-GFP reporter, PAF-induced, GFP fluorescence overnight | inhibition, % at 5 µM | hit rate 0.86% among 360,000 | AID 588850;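 active means at least 50% inhibition at 5 µM, scaled per plate between neutral and stimulator controls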;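 further: PAF is a Pseudomonas aeruginosa culture filtrate used as stimulus; plate controls were PAF-stimulated DMSO wells for no effect and unstimulated DMSO wells for full effect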
# KKLEB cytotox = CF airway cell cytotoxicity counter-screen; activity change (cytotoxicity), % at 5 µM; AID 602141; hit rate 0.36% among 360,000; KKLEB CF airway cells viability, ATPlite luminescence, overnight; active compounds read low; cells stimulated with P. aeruginosa culture filtrate;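 active means corrected activity change at or below -50% at 5 µM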
# Shn3 inh set2 = reduces Shn3 3'UTR luciferase signal in osteoblasts. Clone20 osteoblast Shn3 3'UTR firefly luciferase, 24 h. inhibition, % at 12.5 µM. hit rate 0.52% among 360,000. AID 588674;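 active means mean inhibition of at least 75% with every replicate also reaching 75%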;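 further: 0% = median of neutral control wells and 100% = pilot-screen positive control compound; some compounds past the cut are filed as inactive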
# C8 TRAIL sens = sensitizes caspase-8 expressing cells to TRAIL. hit rate 1% among 360,000. inhibition (viability loss, TRAIL sensitization), % at 10 µM. NB7+C8 cells + TRAIL, ATPlite viability luminescence;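 active means compounds causing at least 50% loss of cell viability in the single-dose screen, relative to plate controls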
# MITF TRPM1 inh = MITF TRPM1 promoter inhibition in SK-MEL-5 cells; inhibition, % at 12.5 µM; SK-MEL-5 TRPM1 promoter luciferase, 24 h; AID 488899; hit rate 0.83% among 330,000;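 active means mean inhibition across replicates of 60% or more, whatever share of single replicates reaches that level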; further: values of inactives mirror those of a sister screen read the other way
# TWEAK-Fn14 inh = TWEAK-Fn14 signaling inhibition; TWEAK-stimulated Fn14 reporter cells, luciferase luminescence, 8 h; inhibition, % at 10 µM; hit rate 2% among 360,000; AID 1159606; in the data active means inhibition above about 50%
# * marks the source's active call; other numbers are inactive results; nt = no result given. Only part of the results is shown; rates above refer to the full screens.
SMILES,NR2E3 ag-1,TROY NFkB inh,Peg3 promoter,NR2E3 ag-2,HIF-2a block,CF NFkB inh,KKLEB cytotox,Shn3 inh set2,C8 TRAIL sens,MITF TRPM1 inh,TWEAK-Fn14 inh
COc1ccc(CNC(=O)c2cc(=O)c3ccc(C)c(C)c3o2)cc1,4,-2,8,-6,-2,-11,-4,-6,-7,-1,-34
CCN(c1ccc(NS(=O)(=O)c2cc(Cl)ccc2Cl)cc1)C(C)C,-2,7,21,7,18,-1,0,1,8,0,12
S=c1[nH]nc(-c2ccc(Br)cc2)n1Cc1ccco1,1,-6,18,10,8,-8,4,-3,-7,17,10
O=C(CSc1nnnn1-c1ccc(F)cc1)NNC(=O)c1ccco1,-3,-2,10,5,16,-13,16,-17,-7,-1,0
COc1cccc(CNC(=O)CC(NC(C)=O)c2ccccc2)c1 (configuration not stated),5,8,2,-12,18,-2,-28,5,1,15,10
CCOc1ncccc1C(=O)N1CCCSC1=Nc1ccc(C(C)=O)cc1,8,-2,3,19,-3,4,5,-10,-7,5,2
CCc1ccccc1NC(=O)Cc1cn(C)c2ccccc12,3,-5,-8,-27,9,-21,4,-14,-11,-1,-12
CN(c1ccccc1C(=O)Nc1ccc2c(c1)n(C)c(=O)n2C)S(C)(=O)=O,3,3,17,-1,19,-25,-5,0,-5,11,6
CC(=O)NCCC(=O)Nc1ccc(F)cc1C,-2,-3,13,6,16,-3,-9,10,5,6,9
O=C(Nc1c2c(nn1-c1ccc(Cl)cc1)CS(=O)(=O)C2)c1ccc2c(c1)OCO2,-2,2,-4,0,6,13,6,-3,-2,-6,4
C=CCN(CC=C)Cc1cc(=O)oc2cc(OC)ccc12,nt,3,-8,-24,4,4,-22,-10,-19,nt,-14
N#Cc1ccc(Cl)cc1NC(=O)COC(=O)c1ccc(S(=O)(=O)N2CCCC2)cc1,1,6,0,-10,17,-4,6,12,4,15,8
O=C(Nc1ccccn1)NC1CCS(=O)(=O)C1 (configuration not stated),-1,10,9,-2,1,1,1,19,7,6,-5
O=[N+]([O-])c1ccc(S(=O)(=O)NCC2COc3ccccc3O2)cc1 (configuration not stated),2,10,12,-9,-2,1,0,-26,-2,-4,0
O=C(CSc1c(Cl)cccc1Cl)N1CCC(c2nc3ccccc3s2)CC1,2,51*,10,23,-15,6,-3,10,4,5,19
CN(C)S(=O)(=O)c1ccc(C(=O)OCC(=O)NC(=O)NCc2ccccc2)cc1,0,22,6,0,8,-7,-8,-7,5,-2,-10
CCc1c(O)nc(SCC(=O)Nc2ccc(Br)cc2)n(-c2ccc(C)cc2)c1=O,0,-8,-14,-31,9,-16,7,8,6,1,1
COc1ccc(CNC(=O)C2CCN(S(C)(=O)=O)CC2)cc1,3,-5,4,-30,13,5,3,-30,3,-22,5
Cc1csc(SCC(=O)NCCc2ccc(Cl)cc2Cl)n1,1,3,5,-7,-13,-12,-16,-46,-3,-2,-20
COc1ccc(C(CCNC(C)c2ccccc2)C(C)C)cc1 (configuration not stated),1,-49,-8,5,4,6,-5,-10,0,nt,-16

# Ordered by count of non-hydrogen atoms (falling): some entries from above
SMILES,NR2E3 ag-1,TROY NFkB inh,Peg3 promoter,NR2E3 ag-2,HIF-2a block,CF NFkB inh,KKLEB cytotox,Shn3 inh set2,C8 TRAIL sens,MITF TRPM1 inh,TWEAK-Fn14 inh
N#Cc1ccc(Cl)cc1NC(=O)COC(=O)c1ccc(S(=O)(=O)N2CCCC2)cc1,1,6,0,-10,17,-4,6,12,4,15,8
O=C(Nc1c2c(nn1-c1ccc(Cl)cc1)CS(=O)(=O)C2)c1ccc2c(c1)OCO2,-2,2,-4,0,6,13,6,-3,-2,-6,4
CCOc1ncccc1C(=O)N1CCCSC1=Nc1ccc(C(C)=O)cc1,8,-2,3,19,-3,4,5,-10,-7,5,2
COc1ccc(CNC(=O)c2cc(=O)c3ccc(C)c(C)c3o2)cc1,4,-2,8,-6,-2,-11,-4,-6,-7,-1,-34
O=[N+]([O-])c1ccc(S(=O)(=O)NCC2COc3ccccc3O2)cc1 (configuration not stated),2,10,12,-9,-2,1,0,-26,-2,-4,0
COc1ccc(C(CCNC(C)c2ccccc2)C(C)C)cc1 (configuration not stated),1,-49,-8,5,4,6,-5,-10,0,nt,-16
COc1ccc(CNC(=O)C2CCN(S(C)(=O)=O)CC2)cc1,3,-5,4,-30,13,5,3,-30,3,-22,5
Cc1csc(SCC(=O)NCCc2ccc(Cl)cc2Cl)n1,1,3,5,-7,-13,-12,-16,-46,-3,-2,-20
S=c1[nH]nc(-c2ccc(Br)cc2)n1Cc1ccco1,1,-6,18,10,8,-8,4,-3,-7,17,10
CC(=O)NCCC(=O)Nc1ccc(F)cc1C,-2,-3,13,6,16,-3,-9,10,5,6,9

# Next section:
SMILES,NR2E3 ag-1,TROY NFkB inh,Peg3 promoter,NR2E3 ag-2,HIF-2a block,CF NFkB inh,KKLEB cytotox,Shn3 inh set2,C8 TRAIL sens,MITF TRPM1 inh,TWEAK-Fn14 inh
COc1ccccc1CC(=O)N1CCN(c2ccc(F)cc2)CC1,3,9,-1,-12,17,6,-3,-11,3,-4,1
CCOc1ccccc1OCC(=O)Nc1cc(S(=O)(=O)N2CCCCC2)ccc1OC,-1,7,12,-3,14,28,-12,8,0,8,1
O=C(CCNC(=O)c1ccc([N+](=O)[O-])cc1)Nc1ccc(N2CCOCC2)cc1N1CCOCC1,3,10,1,-7,11,-24,-1,0,4,-9,14
Cc1ccc(CNC(=O)c2nnn(-c3cccc(C)c3)c2N)cc1,0,-11,1,-4,-19,-11,-5,5,4,6,1
Cn1ccnc1Sc1ccc(C=O)cc1[N+](=O)[O-],1,21,14,6,11,-2,4,7,-3,3,-1
COC(=O)NNC(=O)COc1ccc(Br)c(C)c1,0,-8,3,-19,5,-4,6,-28,-4,1,0
CN(C(=O)c1cc2c(=O)n3ccccc3nc2n1C)C1CCCCC1,3,-22,-235,-109,-157,-9,10,-77,19,-68,-7
CCc1ccc(OCC(=O)NNC(=O)c2ccc(NC(=O)C3CC3)cc2)cc1,1,-4,12,-18,12,-11,3,-8,-14,-13,-13
CNS(=O)(=O)c1cc(NC(=O)CCNC(=O)c2ccco2)ccc1C,4,2,10,0,8,22,9,-5,4,-8,3
Cn1c(=O)c2c(nc(NN=C3CCCC3)n2C)n(C)c1=O,-2,-13,13,-17,13,2,-2,-13,10,13,6
CC1CCN(S(=O)(=O)c2cc(C(=O)N3CCN(c4ncccn4)CC3)ccc2Br)CC1,-2,32,20,-2,18,8,6,15,17,26,16
Cc1ccc(C(=O)O)cc1NC(=S)NCCc1ccccc1,4,8,0,-28,0,3,-5,-8,0,5,13
Cc1cc(C)c[n+](C[n+]2cc(C)cc(C)c2)c1,-3,-4,1,-23,3,6,9,5,-3,1,0
CC1=CC(C)(C)N(C(=O)CSc2nnc(N)s2)c2c(C)cc(C)cc21,nt,-11,0,0,4,5,-4,6,-3,11,-10
COc1ccccc1C(=O)Nc1ccc2[nH]ncc2c1,nt,9,-77,-21,-105,0,8,-18,-4,-17,-2
O=c1c2nnn(-c3ccc(Cl)cc3)c2ncn1Cc1ccccn1,3,13,8,-3,-7,-18,5,10,-6,23,-9
CCOC(=O)N1CCN(C(=O)c2cc(OC)c(OC)c(OC)c2)CC1,2,3,-216,-26,14,-10,0,14,-15,-5,-10
CC1(CN2CCCC2)CCC(NC(=O)C(c2ccccc2)c2ccccc2)C(C)(C)O1 (configuration not stated),nt,-6,3,0,-2,-10,-3,5,9,nt,0
Cn1c(=O)c2c(nc(CN3CCc4ccccc4C3)n2Cc2ccc(F)cc2)n(C)c1=O,0,2,25,-39,7,-6,0,-12,-11,4,15
Cn1nc(C(F)(F)F)c(-c2ccccc2)c1NC(=O)c1cccnc1,0,16,10,-14,24,12,-2,-1,-9,0,12

# The list goes on, overlapping the part above by 2 compounds.
SMILES,NR2E3 ag-1,TROY NFkB inh,Peg3 promoter,NR2E3 ag-2,HIF-2a block,CF NFkB inh,KKLEB cytotox,Shn3 inh set2,C8 TRAIL sens,MITF TRPM1 inh,TWEAK-Fn14 inh
Cn1c(=O)c2c(nc(CN3CCc4ccccc4C3)n2Cc2ccc(F)cc2)n(C)c1=O,0,2,25,-39,7,-6,0,-12,-11,4,15
Cn1nc(C(F)(F)F)c(-c2ccccc2)c1NC(=O)c1cccnc1,0,16,10,-14,24,12,-2,-1,-9,0,12
Cc1ccccc1OCCOCCN1CCCCCC1,2,5,-1,22,10,16,-2,8,-8,-4,22
Cc1cccc(Nc2nc(N3CCCC3)nc(N3CCCC3)n2)c1,-4,8,-11,3,-8,7,1,7,19,-1,-32
COc1ccc(/C(=N\O)c2ncc(C(F)(F)F)cc2Cl)cc1,1,2,11,2,27,4,0,-7,5,2,-14
C[C@@H]1O[C@@H](OC[C@@H]2O[C@H](Oc3c(-c4ccc(O)cc4)oc4cc(O)cc(O)c4c3=O)[C@@H](O)[C@H](O)[C@H]2O)[C@H](O)[C@H](O)[C@H]1O,nt,8,-19,-12,8,-10,3,-94,-2,-14,0
Cc1cc(S(=O)(=O)N2CCOCC2)ccc1OCC(=O)NCCN1CCOCC1,0,-1,-7,-2,5,-5,9,4,-1,-9,0
COc1cc(-c2nc(CCNC(=O)c3ccco3)cs2)cc(OC)c1OC,0,6,14,12,12,-8,0,14,-4,14,-17
CCN1CCN(Cc2nc3c(c(=O)[nH]c(=O)n3C)n2Cc2ccccc2Cl)CC1,0,8,8,-13,10,20,0,-12,-26,-4,2
Cc1ccc(C(NC(=O)c2ccccc2)C(Cl)Cl)cc1 (configuration not stated),-2,-53,0,-15,-21,1,6,13,2,20,-25
COc1ccc(S(=O)(=O)Nc2ccc3c(c2)C(=O)N([C@H](C)CO)C[C@H](C)[C@@H](CN(C)C(=O)NC(C)C)O3)cc1,nt,-1,-1,-17,9,-4,-9,-7,-3,2,6
CSC1=C(C#N)C(c2ccccc2Cl)C(C(=O)c2cccs2)C(O)(C(F)(F)F)N1 (configuration not stated),-4,7,29,-18,6,9,5,17,2,8,19
Cc1ccc(-c2nn(-c3ccc(F)cc3)cc2C(=O)NCC(c2cccs2)N2CCOCC2)cc1 (configuration not stated),1,-12,-17,-6,-5,6,-27,14,-12,-6,-1
O=C(COC(=O)c1cc2ccccc2oc1=O)Nc1ccc(F)cc1F,-1,-38,-266,-25,-265,-1,-4,-16,-4,-62,-7
Cc1ccc(NCC(=O)N/N=C/c2ccc(-c3cccc(C(F)(F)F)c3)o2)cc1,2,-2,-3,-32,3,-2,8,20,-4,-14,43
CCOc1ccc(NC(=O)c2cccc(-n3cccc3)c2)cc1S(=O)(=O)N1CCOCC1,0,14,22,-2,-1,-2,-30,7,-9,10,8
